Screening data deposited in PubChem by National Center for Advancing Translational Sciences (NCATS).
EPAC1 agonist: qHTS for Agonist of cAMP-regulated guanine nucleotide exchange factor 3 (EPAC1): primary screen | EPAC1 agonist qHTS, biochemical assay; response scale: 100% = response to 6.5 mM cAMP | Potency, µM (highest dose often 154 µM), without a hit: at the highest dose activation, actives largely listed as activators | 360,000 compounds, 0.073% hits | AID 720707, 2013; also: potency is read from the fitted curve at half-maximal effect; nearly all actives have a fitted effect of over 60% in size
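Multi-concentration qHTS readout: loss of Rap1B-bound BODIPY-GDP fluorescence driven by 100 nM EPAC1 with excess GDP (50 uM), monitored kinetically at room temperature; agonist response expressed relative to 6.5 mM cAMP.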
aSyn rescue: qHTS of alpha-syn Inhibitors. Yeast expressing alpha-synuclein, growth rescue, BacTiter-Glo, 24 h. Potency, µM (top dose mostly 46.1 µM), inactives show at the highest dose growth rescue (activation), usual class: activators. 370,000 compounds, 0.14% hits; also: potency is read from the fitted curve at half-maximal effect; % of control where 0% means no effect; nearly all actives have a fitted effect of over 65% in size
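Screening used galactose-induced yeast with toxic alpha-synuclein levels, exposed to compound for 24 hr at 30 deg C. Cell growth, read with BacTiter-Glo luminescence, gave the measured signal.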
PI5P4Ka inh: qHTS for Inhibitors of phosphatidylinositol 5-phosphate 4-kinase (PI5P4K); Phosphatidylinositol 5-phosphate 4-kinase type-2 alpha (Homo sapiens), P48426; PI5P4Kalpha enzyme, ADP-Glo luminescence, 60 min; stronger effect = lower value; max response, %; 330,000 compounds, 1.2% hits; AID 652105, 2013; active = max response of -50% or lower; inconclusive = between -30% and -50%; inactive = -30% or higher; also: value at the top dose of about 77 µM; % is scaled to controls: 0 for no effect and ±100 for the full control effect
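Single end-point luminescence (ADP-Glo) quantified ADP from PI5P4Kalpha turnover; ATP 5 microM final, 1 h at RT, 0.1% CHAPS and 0.28 mM EGTA in HEPES pH 7.4.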
FUS yeast rescue: qHTS for Suppressors of FUS Proteinopathy: Primary screen using FUS-linked yeast assay. 390,000 compounds, 0.24% hits. Potency, µM (highest dose often 76.6 µM), for the others: top-dose growth rescue (activation), most hits filed as activators. S. cerevisiae FUS-expressing, growth rescue, OD600, 24 h;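 also: potency is read from the fitted curve at half-maximal effect; plate controls were DMSO vehicle for no effect and reference control for full effect; nearly all actives have a fitted effect of over 55% in size; some results filed as inactive show a strong effect at the top dose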
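Galactose (2%) drives FUS expression in yeast precultured in raffinose; seeding density OD 0.005. Test compounds incubated 24hr at 30C and 99% humidity before absorbance at 600 nm was measured.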
PLK1 PBD block: qHTS for Inhibitors of PLK1-PDB (polo-like kinase 1 - polo-box domain): Primary Screen; Plk1 PBD binding of FITC phosphopeptide, fluorescence polarization; Potency, µM, for the others: max response, negative = inhibition, usual class: inhibitors; 360,000 compounds, 2.8% hits; also: potency is read from the fitted curve at half-maximal effect; series mostly up to about 57 µM; % is scaled to controls: 0 for no effect and ±100 for the full control effect; nearly all actives have a fitted effect of over 65% in size
IL-2 act: qHTS of IL-2 Activators; AID 652025, 2013; IL-2 activation reporter assay, cell-based qHTS; stimulated with anti-CD3/CD4/CD28 beads; in transgenic mouse T cells; activation, % (series mostly up to about 46 µM); 360,000 compounds, 0.065% hits; in the data active = activation above about 50%; inconclusive = mostly about 30% to 49%; also: 0% is about no effect
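Readout is EGFP and DsRed signal by fluorescent plate cytometry after 18 h at 37 degrees C. Transgenic mouse T cells (750/well) received compound for 60 min before bead stimulation (anti-CD3, anti-CD4, anti-CD28); memory T cells served as non-tolerant control.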
EPAC1 antagonist: qHTS for Antagonist of cAMP-regulated guanine nucleotide exchange factor 3 (EPAC1): primary screen; EPAC1 GEF assay, Rap1b-BODIPY-GDP exchange fluorescence; Potency, µM (titrated, usually from 115 µM), for inactives: at the highest dose activity change, negative = inhibition, actives largely listed as inhibitors; 360,000 compounds, 0.14% hits; Rap guanine nucleotide exchange factor 3 (Homo sapiens), O95398;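 also: potency is read from the fitted curve at half-maximal effect; plate controls were vehicle for no effect and positive control for full effect; nearly all actives have a fitted effect of over 50% in size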
WRN helicase inh: qHTS for Inhibitors of WRN Helicase; Bifunctional 3'-5' exonuclease/ATP-dependent helicase WRN (Homo sapiens), Q14191; WRN helicase unwinding, fluorescent forked duplex, kinetic; Potency, µM (highest dose often 114 µM), for the others: at the highest dose activity change, negative = inhibition, usual class: inhibitors; 360,000 compounds, 0.46% hits; AID 651768, 2012; also: potency is read from the fitted curve at half-maximal effect; % is scaled to controls: 0 for no effect and ±100 for the full control effect; nearly all actives have a fitted effect of over 55% in size
Target sequence (Q14191 whole entry, looked up): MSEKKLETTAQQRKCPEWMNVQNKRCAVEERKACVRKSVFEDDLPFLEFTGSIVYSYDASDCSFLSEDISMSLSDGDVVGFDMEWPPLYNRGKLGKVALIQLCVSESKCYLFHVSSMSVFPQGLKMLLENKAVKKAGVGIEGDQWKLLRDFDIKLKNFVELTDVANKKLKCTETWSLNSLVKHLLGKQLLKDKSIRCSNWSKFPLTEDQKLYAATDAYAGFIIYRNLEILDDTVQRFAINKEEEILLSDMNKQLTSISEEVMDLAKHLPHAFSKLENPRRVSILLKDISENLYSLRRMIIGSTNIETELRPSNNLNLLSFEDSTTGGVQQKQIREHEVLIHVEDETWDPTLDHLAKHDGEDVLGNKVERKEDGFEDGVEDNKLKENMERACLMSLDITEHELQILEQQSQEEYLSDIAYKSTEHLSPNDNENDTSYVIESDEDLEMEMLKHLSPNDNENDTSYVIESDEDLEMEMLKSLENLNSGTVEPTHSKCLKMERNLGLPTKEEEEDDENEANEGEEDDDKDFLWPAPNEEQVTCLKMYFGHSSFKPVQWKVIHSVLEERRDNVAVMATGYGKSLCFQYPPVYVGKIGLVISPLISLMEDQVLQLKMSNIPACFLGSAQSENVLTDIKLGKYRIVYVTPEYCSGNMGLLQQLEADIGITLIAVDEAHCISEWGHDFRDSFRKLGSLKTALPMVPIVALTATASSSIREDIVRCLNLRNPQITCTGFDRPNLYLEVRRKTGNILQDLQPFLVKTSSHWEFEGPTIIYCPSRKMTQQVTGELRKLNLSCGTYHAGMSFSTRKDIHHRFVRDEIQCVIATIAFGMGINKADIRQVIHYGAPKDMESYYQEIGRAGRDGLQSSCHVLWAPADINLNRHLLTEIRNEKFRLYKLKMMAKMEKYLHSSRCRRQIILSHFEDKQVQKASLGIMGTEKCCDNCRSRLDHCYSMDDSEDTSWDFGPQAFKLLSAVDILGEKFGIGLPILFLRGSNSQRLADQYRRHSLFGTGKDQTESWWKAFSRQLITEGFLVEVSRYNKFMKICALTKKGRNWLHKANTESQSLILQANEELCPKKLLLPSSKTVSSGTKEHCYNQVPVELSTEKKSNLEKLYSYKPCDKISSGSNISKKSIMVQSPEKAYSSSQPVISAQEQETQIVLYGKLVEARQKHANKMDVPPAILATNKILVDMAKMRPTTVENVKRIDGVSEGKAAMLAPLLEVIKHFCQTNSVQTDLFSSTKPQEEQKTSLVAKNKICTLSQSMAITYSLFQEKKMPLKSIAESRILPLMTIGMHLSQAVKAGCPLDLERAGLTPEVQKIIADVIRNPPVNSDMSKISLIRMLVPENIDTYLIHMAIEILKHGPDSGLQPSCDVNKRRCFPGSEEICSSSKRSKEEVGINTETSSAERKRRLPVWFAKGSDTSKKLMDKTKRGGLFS
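Fluorescence dequenching readout, ex 525 nm/em 598 nm, kinetic mode: forked duplex DNA (100 nM final) with adjacent fluorophore and quencher unwound by WRN (20 nM final) with 2 mM ATP. Compound preincubation 15 min, room temperature.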
Abeta yeast res: qHTS for compounds that reverse cellular toxicity of Amyloid beta (A-beta) peptide in yeast: Primary Screen. AID 1347071, 2019. yeast expressing A-beta42, growth rescue, OD600, 48 h; response scale: 0% DMSO, 100% iron-clioquinol control. 410,000 compounds, 0.063% hits. Potency, µM (doses to about 46.1 µM), for inactives: at the top dose growth rescue, actives largely listed as activators; also: potency is read from the fitted curve at half-maximal effect; nearly all actives have a fitted effect of over 55% in size
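Growth rescue measured by 600 nm absorbance after 48 h yeast culture at 30 C with compound. Values normalized between DMSO and an equimolar ferric chloride plus clioquinol control.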
The depositor's hits bear a star; ? = inconclusive; . = no result given; [ ] = another dose, or the depositor's remark. Unless noted, calls follow the shape of the dose curve; as a rule, active = well fitted curve in the direction sought with a large enough effect; inconclusive = small, poorly fitted or top-dose-only effect, or another doubt; inactive = no such curve, though single readings can be large; an effect the other way counts as inactive or inconclusive. Not a hit list; overall some 4.1% were active at least once.

SMILES	EPAC1 agonist	aSyn rescue	PI5P4Ka inh	FUS yeast rescue	PLK1 PBD block	IL-2 act	EPAC1 antagonist	WRN helicase inh	Abeta yeast res
O=C(Cn1ncc2c([nH]c3ccccc32)c1=O)N1CCN(c2ccccn2)CC1	-3%	-4%	3	14%	-21%	-1.8	-6%	-9%[57.1 µM]	6%
Cc1ccc(N2CC(C(N)=O)CC2=O)cc1C (stereo not drawn)	4%	4%	4	-10%	-4%	-0.4	-5%	-1%	11%
CCOC(=O)C1CCN(C(=O)CCc2c(C)nc3cc(-c4ccccc4)nn3c2C)CC1	7%	2%	11	-1%	-3%	-1.3	7%	-1%	0%
N/C(=N\OC(=O)CSc1ccccc1)c1ccccn1	-8%	-3%	2	6%	-21%	-0.5	-28%	-8%	-5%
CCCCOc1ccc(NC2=NC3(CCCCC3)N=C(N)N2)cc1	10%	-10%	.	16%	-3%	0.6	2%	0%	0%
CC(=O)NCCC(=O)N1CCCC(N(C)CCc2ccccc2)C1 (stereo not drawn)	-14%	-3%	-4	11%	-4%	-0.2	17%	5%	-17%
COc1ccc(C(=O)NC2CCN(CC(=O)N3CCCCC3)CC2)cc1	0%	-10%	0	6%	-2%	-0.1	13%	6%	11%
CCCOc1ccc(Cc2c(O)nc(N)[nH]c2=O)cc1C	-7%	3%	-3	-19%	-4%	2.9	-4%	1%	2%
O=C(Nc1nccs1)c1ccc(-c2cccc([N+](=O)[O-])c2)o1	14%	-9%	-12	12%	?	0.5	1%	-11%	-5%
Cn1c(SCC(=O)Nc2ccc(C(=O)O)cc2)nc2scc(-c3ccccc3Cl)c2c1=O	4%	.	-71*	35µM*	-4%	0.4	-7%	-17%	-11%
O=C(/C=C/[C@H]1O[C@@H](n2ccc(=O)[nH]c2=O)[C@H](O)[C@@H]1O)NCC1CCCO1 (stereo partly drawn)	10%	-6%	1	-9%	-15%	0.0	-1%	-2%	-15%
COc1ccc(OCC(=O)N2CCN(C(=O)c3ccc([N+](=O)[O-])cc3)CC2)cc1	-3%	1%	-2	-6%	-7%	1.2	20%	4%	-7%
O=C(Nc1ccccc1C(=O)NCCCn1ccnc1)c1ccccc1	1%	-1%	.	-1%	-7%	-2.2	2%	-1%	3%
CCOC(=O)C1(C)NC(c2ccc(OC)c(OC)c2)C2C(=O)N(c3cccc(C(C)=O)c3)C(=O)C21 (stereo not drawn)	-1%	-5%	3	1%	1%	-3.0	-8%	-5%	1%
c1cnc(N2CC[N+]3(CCCC3)CC2)nc1	3%	1%	0	-5%	-7%	-2.0	-8%	0%	15%

Brought forward from above: 3 compounds; new compounds follow.
SMILES	EPAC1 agonist	aSyn rescue	PI5P4Ka inh	FUS yeast rescue	PLK1 PBD block	IL-2 act	EPAC1 antagonist	WRN helicase inh	Abeta yeast res
O=C(Nc1ccccc1C(=O)NCCCn1ccnc1)c1ccccc1	1%	-1%	.	-1%	-7%	-2.2	2%	-1%	3%
CCOC(=O)C1(C)NC(c2ccc(OC)c(OC)c2)C2C(=O)N(c3cccc(C(C)=O)c3)C(=O)C21 (stereo not drawn)	-1%	-5%	3	1%	1%	-3.0	-8%	-5%	1%
c1cnc(N2CC[N+]3(CCCC3)CC2)nc1	3%	1%	0	-5%	-7%	-2.0	-8%	0%	15%
COc1ccc(C(=O)NNC2=NCCCCC2)cc1	13%	-15%	4	3%	-9%	0.6	-7%	4%	-15%
CC(C)(C)NC(=O)CN(C(=O)C1(C)CC(=O)N=C2C=CC=CN21)C1CCCC1 (stereo not drawn)	-2%	-7%	.	9%	-1%	-1.6	0%	0%	9%
CC1(C(=O)Nc2cccc(C(F)(F)F)c2)Cc2c(-c3ccccc3)ccnc2O1 (stereo not drawn)	-7%	2%	15	7%	1%	-0.4	-20%	-12%	27%
Cc1nc2ccccc2c(=O)n1/N=C/c1c(O)ccc2oc3c(c12)CCCC3	4%	1%	7	.	-8%	-2.7	-8%	-8%[57.1 µM]	5%
c1ccc(-n2ncc3c2ncn2nc(CSc4nc5ccccc5s4)nc32)cc1	1%	-6%	1	-10%	-27%	-2.8	11%	3%	-3%
Clc1ccc2[nH]c3c(NCCCN4CCOCC4)ncnc3c2c1	3%	7%	1	14%	-8%	-0.8	-7%	?	17%
Clc1cccc(N/N=C/c2ccc(N3CCOCC3)cc2)c1	7%	16%	6	.	-15%	0.0	-14%	-2%	3%
CC1CCCC(C)N1C(=O)CN1c2cccc3cccc(c23)S1(=O)=O (stereo not drawn)	-6%	-2%	-12	8%	-4%	1.5	-3%	11%	13%
O=C(CSc1nccc(=O)[nH]1)Nc1cccc(S(=O)(=O)N2CCOCC2)c1	-6%	3%	-3	-4%	-21%	-0.5	-6%	-3%	-5%
CCOC(=O)CCNC(=O)Nc1ccc2nc(C)n(Cc3cccc(Cl)c3)c(=O)c2c1	-2%	0%	.	23%	1%	-0.6	3%	-4%	8%
CCn1cc(C(=O)N[C@H](C(=O)NCCCO)C(C)C)c(=O)c2cc3c(cc21)OCO3	6%	-5%	2	-14%	3%	-4.8	20%	0%	-6%
CCOc1cc(C(=O)OCC(=O)c2c[nH]c3ccccc23)ccc1OCC(=O)N1CCOCC1	3%	?	-2	17%	-1%	0.0	16%	6%	18%
COc1cccc(OCCCCCN2CCOCC2)c1	9%	0%	.	10%	-6%	1.7	-11%	-3%	-15%
CCc1cn([C@H]2C[C@H](O)[C@@H](CO)O2)c(=O)[nH]c1=O	-14%	-5%	0	-25%	-1%	1.1	16%	5%	-13%
Cc1c(/C=N\NC(=O)c2csc3ccccc23)cnn1C	0%	3%	-2	24%	-6%	0.6	-15%	-10%	3%
CCCn1c(=NC(=O)c2ccco2)c(C(=O)OCC)cc2c(=O)n3ccccc3nc21	6%	16%	.	8%	-8%	-1.8	4%	0%	-17%
COCCCNCCOCCSc1ccc(Cl)cc1	3%	1%	2	3%	-8%	0.1	-15%	-20%	-8%
COc1ccc(C(=O)OC(C)C(=O)NC2CCCc3ccccc32)cc1OC (stereo not drawn)	-2%	2%	0	-3%	3%	-0.1	-4%	0%	-3%
CC(C)(C)CC(=O)NC(=S)NCCc1ccccc1	12%	-9%	.	14%	-2%	2.8	-8%	-8%	-8%
CCOC(=O)c1c(NC(=O)COC(=O)Cc2c[nH]c3ccccc23)sc(C(=O)N(C)C)c1C	6%	0%	-1	36%	-14%	-1.0	-23%	-8%	2%
Cn1cccc2[nH]c(=O)nc1-2	9%	2%	0	-27%	1%	-1.8	11%	2%	15%
Cc1[nH]nc2c1C(c1ccc(F)cc1)C1=C(CC(C)(C)CC1=O)N2 (stereo not drawn)	-1%	-5%	-11	-6%	-8%	-2.5	-7%	1%	7%
CC(C(=O)N1CCc2ccccc21)N(C)CC(=O)Nc1ccccc1Cl (stereo not drawn)	9%	7%	0	15%	-3%	-0.6	-8%	-5%	1%
Cc1ccc2nc(N(CCCN(C)C)C(=O)c3ccc(S(=O)(=O)N4CCCCCC4)cc3)sc2c1	-5%	8%	3	29%	0%	-4.1	-21%	-5%	6%
Cc1nc(C)c(C(=O)N/N=C/c2c[nH]c3ccccc23)s1	-13%	-2%	?	7%	-19%	0.2	-8%	-27%	-6%
O=C(O)c1ccc(NC(=S)NC(=O)c2cccc(COc3ccccc3)c2)cc1	1%	-8%	-55*	5%	?	1.0	-11%	-12%	3%
Cc1nc2nc[nH]n2c(=O)c1NS(=O)(=O)c1ccc(C(C)(C)C)cc1	9%	-3%	2	6%	-17%	0.2	3%	4%	-11%
COc1ccc(Nc2nc(N)c([N+](=O)[O-])c(NCc3ccccc3)n2)cc1	0%	2%	-20	25%	3%	0.4	-13%	0%	0%
COc1ccc(NC(=O)CCC(=O)c2cccs2)cc1Cl	-8%	-9%	-1	11%	-6%	0.4	16%	10%	-59%[inhibitor]
Cc1ccc2c(c1)C1(C(=O)N2C)N2CC3(C)CN1CC(C)(C2)C3=O (stereo not drawn)	0%	11%	.	5%	-13%	-2.4	8%	-10%	-14%
CSc1nc2nc(-c3ccc(F)cc3)c(CCN3CCN(C)CC3)cn2n1	-9%	-5%	-6	6%	-6%	1.1	-2%	-4%	6%
COc1ccc(S(=O)(=O)N(CC(=O)NCc2cccnc2)c2ccc(C)cc2)cc1OC	10%	2%	7	5%	-6%	-1.4	-16%	-4%	6%
COc1ccccc1N1CCN(/N=C/C(Cl)=C/c2ccccc2)CC1	-1%	0%	12	8%	7%	-2.9	-1%	-6%	15%
O=C(Nc1nc(-c2ccccc2)cs1)c1ccc(S(=O)(=O)N2CCc3ccccc32)cc1	-11%	1%	6	13%	-4%	-2.8	-4%	-4%	-6%
Cc1ccc(S(=O)(=O)CCC(=O)OCC(=O)N2CCN(S(=O)(=O)c3ccccc3)CC2)cc1	-1%	-1%	0	-3%	-2%	-2.9	16%	20%	-2%
COc1cccc(C2CC(c3ccccc3Cl)n3ncnc3N2)c1 (stereo not drawn)	7%	0%	1	7%	4%	0.1	-7%	-5%	21%
CCc1nc(SCC(=O)Nc2ccc(F)cc2)c2c(=O)n(C)c(=O)n(C)c2n1	-2%	-11%	-4	.	6%	-2.6	-10%	3%	7%
